Source: PubChem BioAssay
West Nile antiviral – inhibition of WNV-induced cytopathic effect – cell-based, CPE readout (AID 1621); West Nile virus-infected cells, CPE inhibition; higher % means a stronger effect; CPE inhibition, % at 10 µM; hits with a dose series show IC50 in µM; hit rate 0.02% among 290,000; in the data active = a potency from the dose series; inconclusive = CPE inhibition mostly from about 3.7% at the one dose, without a potency; inactive = the rest, 99 in 100 with CPE inhibition below about 2.2%; also: strong numbers were not always called active
RSV CPE inhibition – RSV antiviral activity via CPE protection, HEp-2 cells, primary 10 µM value included (AID 2391); HEp-2 cells, RSV-induced CPE inhibition; higher % means a stronger effect; one-dose CPE inhibition, % at 10 µM; IC50 in µM for titrated hits; hit rate 0.13% among 310,000; in the data active = a potency from the dose series; inconclusive = CPE inhibition mostly from about 23% at the one dose, without a potency; inactive = the rest, 99 in 100 with CPE inhibition below about 21%; also: strong numbers were not always called active
NS5 inhibitors – Dengue-2 NS5 methyltransferase inhibitors, primary screen, biochemical, confirmation dose response (AID 588689); hit rate 0.3% among 340,000; one-dose inhibition, % at 25 µM; IC50 in µM for titrated hits; Dengue-2 NS5 methyltransferase capping enzyme assay, biochemical; higher % means a stronger effect; in the data active = a potency from the dose series; inconclusive = inhibition above about 29% without an active follow-up result
WT yeast gro inh – growth inhibition of WT yeast, mitochondrial fusion screen | mitochondrial fusion phenotypic screen, WT strain | inhibition, % at 10 µM | hit rate 2.1% among 190,000 | AID 1362; in the data active = inhibition above about 58%; tested in S. cerevisiae
XIAP antagonists – small molecules displacing peptide from XIAP – biochemical, IAP family, fluorescence polarization (AID 1018). XIAP BIR domain, fluorescence polarization peptide displacement; higher % means a stronger effect. displacement, % at 20 µM; hits with a dose series show IC50 in µM. hit rate 0.007% among 200,000; in the data active = displacement above about 50%; also: a part of the inactive calls stands beside numbers as strong as those of hits
Large T inhibition – SV40 large T antigen inhibitors, biochemical (AID 1903); SV40 large T antigen ATPase/helicase inhibition assay; higher % means a stronger effect; inhibition, % at 20 µM, or IC50 in µM where a hit was titrated; hit rate 0.39% among 310,000; in the data active = a potency from the dose series; inconclusive = inhibition mostly from about 32% at the one dose, without a potency; inactive = the rest, 99 in 100 with inhibition below about 32%; also: strong numbers were not always called active
ER stress rescue – protection against thapsigargin-triggered cell killing – 384-well, CSM14.1, ATP luminescence, primary screen (AID 1222) | CSM14.1 thapsigargin-induced death rescue, ATP luminescence; higher % means a stronger effect | 190,000 tested, under 10 active | one-dose cellular ATP content (survival), % at 20 µM; EC50 in µM for titrated hits;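 active = EC50 below 50 µM in the dose-response confirmation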;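 also: death triggered by thapsigargin at about 15 µM added after 2 h compound pretreatment; cell ATP read after overnight thapsigargin exposure of roughly 18 to 22 hours; normalized against plate controls of thapsigargin alone and 5% DMSO vehicle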
K1F lysis inhibition – protection from phage-mediated lysis, alamar blue read-out – E. coli UTI89, K1F phage, bacterial capsule biogenesis inhibitors (AID 488966); E. coli UTI89 K1F phage lysis, alamar blue, 2 h; higher % means a stronger effect; inhibition, % at 100 µM; hits with a dose series show IC50 in µM; hit rate 0.02% among 340,000;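 active = phage lysis inhibition, versus mean bacterial control, above a set limit; inconclusive = no clear call, values can overlap the other calls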;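 also: capsule biogenesis inhibitors block K1F phage lysis so surviving cells raise fluorescence; higher fluorescence means more inhibition of phage lysis; actives were called in the ten point dose series up to 300 µM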
Yfh1-depleted yeast – enhancers of respiration in Yfh1-depleted yeast, dose response, Friedreich's ataxia, plus single-dose screen (AID 1465); S. cerevisiae Yfh1-off respiration, WST-1 reduction, 72 h; higher fold induction means a stronger effect; fold induction at 50 µM; hits with a dose series show EC50 in µM; hit rate 0.074% among 220,000;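 active = fold induction of absorbance versus untreated yeast above a set limit, then at least 30% activation at any dose in follow-up; inconclusive = repeats straddling the limit, or above it without dose testing; inactive = fold induction below the set limit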;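 also: activators that raise dye reduction in frataxin-depleted yeast; strong numbers were not always called active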
WT yeast gro inh mutant strain – second read-out of WT yeast gro inh, no call of its own (marks repeat the call); inhibition, %; mitochondrial fusion phenotypic screen, mutant strain inhibition
NS5 inhibitors pilot replicate – second read-out of NS5 inhibitors, no call of its own (marks repeat the call); inhibition, %; measured here: pilot screen replicate inhibition
Active calls of the source: *; i = inactive; ? = inconclusive; · = not tested or not shown; & = joins results of further samples; [ ] = remark or other dose.

SMILES | West Nile antiviral | RSV CPE inhibition | NS5 inhibitors | WT yeast gro inh | WT yeast gro inh mutant strain | XIAP antagonists | Large T inhibition | ER stress rescue | K1F lysis inhibition | Yfh1-depleted yeast | others
CC(=O)Nc1ccccc1-c1nc2ccccc2nc1OCC(=O)c1ccc(Br)cc1 | 1.1% | 0.3% | -5% | 24 | 21 | -3.7% | 19% | -5.9% | -1.4% | i
CCOC(=O)NC(=S)Nc1ccc(OC)cc1 | 0.6% | 0.5% | -9% | -6 | 4 | -3.3% | 26% | -1.8% | -0.2% | i
CSc1nnc(CNS(=O)(=O)c2ccc(Cl)cc2)n1C | 0.0% | -0.7% | -2% | -1 | 4 | -1.9% | 6% | -0.7% | 0.3% | i
COc1cccc(C(=O)Cn2c(NCCCO)nc3ccccc32)c1 | -0.6% | -0.3% | 5% | · | · | · | 2% | · | 0.4% | · | NS5 inhibitors pilot replicate=-3.3
CN(C)c1nc2c(c(N)nn2-c2ccc(Cl)cc2)c(=O)o1 | -0.5% | 1.0% | 5% | 3 | -4 | 2.2% | 8% | -1.9% | 1.0% | i
COc1ccc(NC(=O)C2=CC(c3ccco3)=NS(=O)(=O)N2C)cc1 | -0.9% | 4.2% | 0% | · | · | · | · | · | -3.2% | ·
O=C(c1ccco1)N1CCN(C(=O)c2cnn3c2NC(c2cccs2)CC3C(F)(F)F)CC1 (stereo not drawn) | -0.7% | -0.3% | -3% | -14 | -17 | 0.7% | 12% | -0.5% | 0.2% | i
Cc1csc(SCC(=O)c2c(N)n(CC(C)C)c(=O)n(C)c2=O)n1 | 0.1% | -1.1% | 2% | -4 | 0 | -4.6% | -6% | 3.3% | 4.4% | i
COc1ccc(/C=N/NC(=O)c2ccn[nH]2)cc1COc1ccc(Cl)cc1Cl | 0.9% | 8.1% | -2% | 73* | -4.8* | -5.5% | 1% | -0.1% | -1.9%[50 µM] | i
O=C(CN1C(=O)NC2(CCCCCC2)C1=O)c1ccc(Cl)s1 | · | -2.0% | -12% | · | · | · | 12% | · | 0.3%[50 µM] | ·
Oc1ccc(Br)cc1/C=N/n1cnc2ccccc21 | -0.3% | 4.7% | -5% | 31 | -25 | -4.8% | 0% | 1.1% | 0.1% | i
CN(C)S(=O)(=O)c1ccc(C(=O)OCC2COC(C)(C)O2)cc1 (stereo not drawn) | 0.1% | 2.2% | -3% | · | · | · | 7% | · | 0.3% | ·
O=C(NCCOc1ccc(F)cc1)C1CCN(S(=O)(=O)c2ccccc2)CC1 | -1.1% | 0.6% | -2% | · | · | · | 22% | · | 0.1% | ·
CCCCC(=O)Nc1ccccc1C(=O)OCC(=O)c1ccc2c(c1)OCCO2 | -1.0% | 2.7% | -3% | 3 | -8 | -3.6% | 1% | -2.5% | 4.4% | i
Cc1ccc(C(=O)N/N=C\c2ccc(-c3ccc([N+](=O)[O-])cc3)o2)cn1 | 0.2% | 1.4% | 16% | · | · | · | 8% | · | -1.2% | i

2 records drawn at random from the list so far:
SMILES | West Nile antiviral | RSV CPE inhibition | NS5 inhibitors | WT yeast gro inh | WT yeast gro inh mutant strain | XIAP antagonists | Large T inhibition | ER stress rescue | K1F lysis inhibition | Yfh1-depleted yeast | others
CC(=O)Nc1ccccc1-c1nc2ccccc2nc1OCC(=O)c1ccc(Br)cc1 | 1.1% | 0.3% | -5% | 24 | 21 | -3.7% | 19% | -5.9% | -1.4% | i
CN(C)c1nc2c(c(N)nn2-c2ccc(Cl)cc2)c(=O)o1 | -0.5% | 1.0% | 5% | 3 | -4 | 2.2% | 8% | -1.9% | 1.0% | i

Taken from above for reference:
SMILES | West Nile antiviral | RSV CPE inhibition | NS5 inhibitors | WT yeast gro inh | WT yeast gro inh mutant strain | XIAP antagonists | Large T inhibition | ER stress rescue | K1F lysis inhibition | Yfh1-depleted yeast | others
COc1ccc(/C=N/NC(=O)c2ccn[nH]2)cc1COc1ccc(Cl)cc1Cl | 0.9% | 8.1% | -2% | 73* | -4.8* | -5.5% | 1% | -0.1% | -1.9%[50 µM] | i
O=C(CN1C(=O)NC2(CCCCCC2)C1=O)c1ccc(Cl)s1 | · | -2.0% | -12% | · | · | · | 12% | · | 0.3%[50 µM] | ·
Oc1ccc(Br)cc1/C=N/n1cnc2ccccc21 | -0.3% | 4.7% | -5% | 31 | -25 | -4.8% | 0% | 1.1% | 0.1% | i
CN(C)S(=O)(=O)c1ccc(C(=O)OCC2COC(C)(C)O2)cc1 (stereo not drawn) | 0.1% | 2.2% | -3% | · | · | · | 7% | · | 0.3% | ·
O=C(NCCOc1ccc(F)cc1)C1CCN(S(=O)(=O)c2ccccc2)CC1 | -1.1% | 0.6% | -2% | · | · | · | 22% | · | 0.1% | ·
CCCCC(=O)Nc1ccccc1C(=O)OCC(=O)c1ccc2c(c1)OCCO2 | -1.0% | 2.7% | -3% | 3 | -8 | -3.6% | 1% | -2.5% | 4.4% | i
Cc1ccc(C(=O)N/N=C\c2ccc(-c3ccc([N+](=O)[O-])cc3)o2)cn1 | 0.2% | 1.4% | 16% | · | · | · | 8% | · | -1.2% | i

More structures
SMILES | West Nile antiviral | RSV CPE inhibition | NS5 inhibitors | WT yeast gro inh | WT yeast gro inh mutant strain | XIAP antagonists | Large T inhibition | ER stress rescue | K1F lysis inhibition | Yfh1-depleted yeast | others
Cc1c(CCC(=O)O)c(=O)oc2c(C)c3occ(-c4ccc(Cl)cc4)c3cc12 | -0.1% | ? | 42µM* | · | · | · | 11% | · | -1.9%[50 µM] | ·
O=C(Nc1ccc(C2=NCCN2)cc1)c1ccc(C(=O)Nc2ccc(C3=NCCN3)cc2)c(Cl)c1 | 0.1% | -1.5% | -5% | · | · | · | 7% | · | 0.8% | i
Cc1cc(O)c(C(C)C)cc1N=Cc1cc([N+](=O)[O-])ccc1O | -0.4% | 2.7% | 73% | · | · | · | 7% | · | 0.3% | i
Cc1cccc(N(CC(=O)Nc2c(C)n(C)n(-c3ccccc3)c2=O)S(C)(=O)=O)c1C | 0.6% | -2.2% | -3% | 5 | -2 | -4.0% | 11% | -0.6% | 2.5% | i
COc1cc(C(=O)Nc2cccc(S(=O)(=O)N3CCCC3)c2)c([N+](=O)[O-])cc1OC | · | 3.3% | 1% | · | · | · | 9% | · | 0.6%[50 µM] | ·
O=C(O)COc1ccc2occ(C(=O)c3ccccc3)c2c1 | 0.1% | 2.0% | -11% | -4 | 1 | -3.0% | 3% | · | 0.3% | i
Cc1c(CC(=O)O)c(=O)oc2c(C)c3occ(-c4ccc(F)cc4)c3cc12 | 0.3% | ? | -8% | · | · | · | 6% | · | 1.9%[50 µM] | ·
S=c1[nH]cnc2scc(-c3ccc(Br)cc3)c12 | -1.4% | 4.1% | 4% | -3 | -5 | -6.3% | 22% | -0.1% | 0.2% | i
CC(C)(C)C(=O)OC/C(N)=N/OC(=O)c1ccc(Cl)c(Cl)c1 | -0.2% | 0.3% | 3% | · | · | · | 3% | · | -0.6% | i
Cc1ccccc1-c1nn(-c2ccc(F)cc2F)cc1CNCCN(C)C | -0.4% | -2.7% | -5% | 7 | 11 | -9.7% | 14% | -2.6% | 0.3% | i
CC1CCCN(S(=O)(=O)c2ccc(C(=O)Nc3nnc(C4CC4)o3)cc2)C1 (stereo not drawn) | 1.9% | -0.2% | -3% | · | · | · | 0% | · | 0.4% | ·
CCCN(CC1CC1)C(=O)CSc1ncnc2sccc12 | -1.8% | 5.6% | -12% | -13 | 6 | -4.6% | 12% | 0.3% | 0.0% | i
O=c1[nH]c(CO)nc2c1oc1ccccc12 | 0.1% | 0.5% | -2% | -4 | -4 | -4.2% | -7% | -1.2% | 0.8% | i
Cc1ccc(C)c(NC(=S)NCCN2CCOCC2)c1 | 0.4% | 0.8% | -6% | · | · | · | · | · | -0.8% | i
Cc1ccc(NC(=O)c2cnn(C)c2)cc1[N+](=O)[O-] | -0.9% | 1.3% | 15% | 4 | 1 | -1.4% | 8% | -1.5% | 2.1%[50 µM] | i
CC(=O)c1c(C)n(C)c2ccc(OC(=O)c3ccco3)cc12 | 0.3% | 2.4% | 3% | 8 | 7 | -2.0% | 5% | · | 1.0% | i
O=[N+]([O-])c1ccc(C=Nc2cccc3ccccc23)s1 | -1.2% | 3.7% | · | 12 | 13 | -2.9% | -8% | 1.1% | -2.4% | i
O=C1C=C(Nc2ccc(Cl)cc2)CC(c2ccccc2)C1 (stereo not drawn) | -1.1% | -0.2% | 4% | 10 | 5 | -6.4% | 11% | -1.6% | 1.7%[50 µM] | i
O=C(Nc1ccc(Cc2nc3ccccc3s2)cc1)c1ccncc1 | 0.0% | 3.3% | -13% | · | · | · | 10% | · | 1.3% | ·
COC(=O)c1ccc(NC(=S)NC2CC2)cc1 | 0.2% | 6.6% | -9% | 6 | 9 | -3.9% | 0% | -1.5% | -0.4% | i
CC(Oc1cccc(Cl)c1)C(=O)Nc1cc(S(=O)(=O)N2CCOCC2)ccc1N1CCCC1 (stereo not drawn) | · | 4.4% | 3% | · | · | · | 11% | · | -1.8% | ·
COc1ccc(-c2coc3cc(O)ccc3c2=O)cc1OC | 0.6% | 2.2% | 6% | 3 | 10 | -4.6% | 4% | -0.1% | 0.1% | i
Cc1ccc(OCC(=O)NCCC2=CCCCC2)cc1 | 0.2% | 1.1% | 1% | 1 | 1 | -3.2% | 15% | i | -0.4% | i
COCCNC(=O)Cc1c(C)c2cc3c(cc2oc1=O)OC(C)(C)CC3 | 0.4% | 2.4% | 0% | · | · | · | 3% | · | 1.5%[50 µM] | ·
CCOC(=O)C1CCCN(C(=O)Cc2c(C(=O)O)[nH]c3ccccc23)C1 (stereo not drawn) | -0.3% | 1.2% | -1% | 11 | 1 | -8.2% | 1% | -1.4% | 0.6% | i | NS5 inhibitors pilot replicate=3.3
O=C(Nc1nnc(N2CCCCCC2)s1)c1cc(-c2ccc(Br)cc2)on1 | 0.2% | 0.3% | -1% | 25 | 12 | 1.0% | 0%&7% | · | 2.3% | i
CC(C)N(C(=O)CSc1nnc(Cc2ccc3c(c2)OCO3)n1C)C(C)C | -0.2% | -0.8% | 2% | -8 | 9 | -8.5% | 3% | -0.6% | -0.1% | i
ClCC1CSC(=NC23CC4CC(CC(C4)C2)C3)O1 (stereo not drawn) | -0.9% | -0.2% | -15% | -13 | -4 | 1.8% | -2% | 5.7% | 0.1% | i
O=C(CN1CCN(c2nc(-c3ccccc3)cs2)CC1)NNC(=O)c1ccc(Br)cc1 | -0.1% | 1.6% | 1% | -46 | -46 | -7.2% | -10% | -2.5% | 0.1% | i
CN(CCc1ccccn1)c1ccc([N+](=O)[O-])cn1 | 0.2% | · | -2% | · | · | · | 8% | · | 0.9% | i
